Source: PubChem (Sanford-Burnham Center for Chemical Genomics)
Jurkat NFkB inh: inhibitors of induced NF-kB luciferase reporter, primary screen, TCR NF-kB activation inhibitor project, cell-based, luminescence, uHTS; actives 0.53% (n = 330,000); inhibition, % at 4 µM; AID 435003, 2010; Jurkat, PMA/ionomycin-induced NF-kB luciferase reporter; in the data active = inhibition above about 50%
UBC13 inh: UBC13 polyubiquitin chain formation inhibitors, primary screen, biochemical, TR-FRET, uHTS. Ubiquitin-conjugating enzyme E2 N (Homo sapiens), P61088. inhibition, % at 20 µM. actives 0.47% (n = 330,000). AID 485273, 2010; in the data active = inhibition above about 45%, passing the limit was not always enough; inconclusive = no clear call, values can overlap the other calls
Target sequence (P61088 whole entry, looked up): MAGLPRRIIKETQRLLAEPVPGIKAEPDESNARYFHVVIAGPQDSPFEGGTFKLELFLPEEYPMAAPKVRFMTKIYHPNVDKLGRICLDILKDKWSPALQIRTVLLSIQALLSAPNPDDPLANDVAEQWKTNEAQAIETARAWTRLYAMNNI
EBI2 block: EBI2 receptor antagonists, beta-arrestin recruitment, primary screen, cell-based, luminescence, 7a,25-OHC stimulation, uHTS; inhibition, % at 5 µM; actives 0.81% (n = 360,000); 7a,25-OHC stimulated; G-protein coupled receptor 183 (Homo sapiens), P32249; in the data active = inhibition above about 38%;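 note: enzyme fragment complementation signal reports receptor beta-arrestin coupling in cells; 0% = agonist plus DMSO wells and 100% = wells without agonist; some results beyond the cut were filed as inactive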
CCR6 antagonist: CCR6 receptor antagonists, primary screen, cell-based, CHO-K1, luminescence, beta-arrestin, uHTS | C-C chemokine receptor type 6 (Homo sapiens), P51684 | CHO-K1 CCR6 PathHunter beta-arrestin, CCL20-stimulated | inhibition, % at 20 µM | actives 0.49% (n = 340,000) | AID 493098, 2011;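 active = compounds whose inhibition of the agonist-driven luminescence signal at 20 µM reaches about 50%, limit read from the data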;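 note: cells stimulated with CCL20 at 14 nM final; plate controls were DMSO with CCL20 for no effect and DMSO without agonist for full effect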
Target sequence (P51684 whole entry, looked up): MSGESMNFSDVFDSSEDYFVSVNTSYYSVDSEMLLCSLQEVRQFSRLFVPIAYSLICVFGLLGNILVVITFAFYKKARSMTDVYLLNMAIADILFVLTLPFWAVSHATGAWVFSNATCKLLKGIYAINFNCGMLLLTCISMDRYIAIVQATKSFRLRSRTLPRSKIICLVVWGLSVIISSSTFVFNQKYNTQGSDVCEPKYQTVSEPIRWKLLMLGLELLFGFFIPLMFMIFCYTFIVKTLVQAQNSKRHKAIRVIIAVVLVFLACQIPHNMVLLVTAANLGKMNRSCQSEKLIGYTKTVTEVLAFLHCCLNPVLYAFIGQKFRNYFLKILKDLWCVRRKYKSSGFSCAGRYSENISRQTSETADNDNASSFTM
697 NFkB inh: inhibitors of PMA/ionomycin-induced NF-kB reporter, 697 cells, primary screen, B-cell NF-kB inhibitor project, cell-based, luminescence, uHTS. 697 B-cell NF-kB luciferase reporter, 16 h. inhibition, % at 4 µM. actives 0.33% (n = 330,000); in the data active = inhibition above about 35%
Gli-Sufu block: Gli-Sufu pathway antagonists, primary screen, luciferase luminescence, Sufu-KO-LIGHT cells, uHTS; actives 0.74% (n = 340,000); Sufu-KO-LIGHT fibroblasts, Gli luciferase reporter luminescence; AID 588413, 2011; inhibition, % at 5 µM;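 active = inhibition above about 55%, limit read from the data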;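 note: 0% = DMSO-treated cells and 100% = wells with medium but no cells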
CXCR6 block: CXCR6 receptor inhibitors, primary screen, cell-based, beta-arrestin, luminescence, CHO-K1 PathHunter, 1536-well; C-X-C chemokine receptor type 6 (Homo sapiens), O00574; inhibition, % at 20 µM; actives 0.36% (n = 360,000); in the data active = inhibition above about 34%, passing the limit was not always enough;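 note: antagonist mode with CXCL16 agonist at 10 nM final; 0% = 10 nM CXCL16 with DMSO and 100% = unstimulated wells without agonist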
Target sequence (O00574 whole entry, looked up): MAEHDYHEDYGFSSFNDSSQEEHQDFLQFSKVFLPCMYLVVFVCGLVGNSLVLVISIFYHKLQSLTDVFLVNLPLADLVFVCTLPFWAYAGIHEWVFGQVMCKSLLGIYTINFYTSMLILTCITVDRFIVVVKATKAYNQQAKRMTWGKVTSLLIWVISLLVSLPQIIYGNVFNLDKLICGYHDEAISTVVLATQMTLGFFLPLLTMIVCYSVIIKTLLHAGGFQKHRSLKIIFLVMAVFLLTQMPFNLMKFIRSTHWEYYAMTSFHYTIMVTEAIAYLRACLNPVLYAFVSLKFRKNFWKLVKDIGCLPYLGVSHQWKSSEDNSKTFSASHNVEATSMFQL
APJ antagonist: antagonists of human apelin receptor APJ, primary screen, CHO-K1 cells, beta-arrestin complementation, luminescence; P35414; inhibition, % at 20 µM; actives 0.32% (n = 330,000);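 active = inhibition above about 40% at 20 µM, limit read from the data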;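 note: cells challenged with 10 nM apelin-13 agonist together with compound; plate controls were apelin-13 plus DMSO wells for no effect and DMSO wells lacking apelin-13 for full effect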
Starred values were filed as active, the others as inactive; ? = inconclusive; nt = no result given.

SMILES | Jurkat NFkB inh | UBC13 inh | EBI2 block | CCR6 antagonist | 697 NFkB inh | Gli-Sufu block | CXCR6 block | APJ antagonist
CC(=O)N1CCN(c2ccc([N+](=O)[O-])c(NCC3CCCO3)c2)CC1 (stereo unspecified) | 16 | -40 | -12 | 12 | 17 | -2 | 7 | 5
O=C1CCCN1CCCNS(=O)(=O)c1ccc(Br)s1 | 2 | 7 | 2 | -15 | 6 | 2 | 2 | -26
O=C(NCc1ccccc1)c1nc[nH]c1C(=O)N1CCN(c2ccccc2)CC1 | 8 | 16 | -3 | 2 | -8 | -23 | 8 | 9
CCCCCCCC(=O)NNC(=O)CC(=O)Nc1ccccc1C(=O)O | -1 | -10 | 3 | -7 | -31 | -1 | -4 | 6
O=C(CN1CCN(CCOCCO)CC1)N1c2ccccc2Sc2ccc(Cl)cc21 | -6 | -4 | -7 | -1 | -13 | 5 | -6 | -1
CCc1c(C)nc(Nc2nc(C)c3cc(OC)ccc3n2)[nH]c1=O | -39 | -2 | 1 | 5 | -6 | -21 | 1 | -1
COC(=O)CCN(C(=O)c1cccc(OC(C)=O)c1)c1ccccn1 | -13 | -4 | -5 | -5 | -14 | 9 | 2 | 0
CC(C)(C)NC(=O)C(c1ccncc1)N(C(=O)Cn1nnc(-c2ccc(F)cc2)n1)c1ccccc1F (stereo unspecified) | nt | nt | 15 | 15 | nt | 5 | -2 | nt
COc1ccc(C2c3c(ccc4ccccc34)Oc3ncn4nc(-c5ccco5)nc4c32)cc1 (stereo unspecified) | 2 | -9 | 16 | 9 | -26 | 21 | -2 | -12
COCCCn1c(SCC(=O)O)nc2cc(OC)c(OC)cc2c1=N | -2 | 10 | -5 | 9 | 19 | -27 | 0 | 0
Cc1cc(C)n(C/C=C/Cn2nc(C)cc2C)n1 | 2 | 4 | -9 | -11 | -16 | 7 | -1 | 19
CCC(=O)OCc1c(C(F)(F)F)nn(C)c1Oc1cccc(C(F)(F)F)c1 | 0 | 2 | -9 | 19 | 24 | -1 | 10 | 27
COc1ccc(N2CCN(C(=O)CSc3nnc4c(C)cc5c(C)cc(C)cc5n34)CC2)cc1 | 10 | -4 | 14 | 20 | 3 | 19 | 22 | 8
CC(=O)Nc1nc(C(=O)O)cs1 | -27 | -4 | -12 | 16 | -29 | -1 | -5 | 29
O=C(NCCCn1ccnc1)C(=O)NCC(c1ccco1)N1CCN(c2ccc(F)cc2)CC1 (stereo unspecified) | -2 | -5 | -3 | 17 | 12 | 9 | 11 | 13
COC(=O)C(CC(C(=O)OC)C(=O)OC)C(=O)OC | -10 | 0 | -20 | -10 | -4 | -4 | 3 | 4
O=C1[C@H]2[C@@H](c3ccc(F)cc3)N3C(=O)N(c4cccc(F)c4)C(=O)[C@@]3(Cc3ccc(Cl)cc3)[C@H]2C(=O)N1C1CCCCC1 | 1 | -17 | 13 | -1 | 10 | -11 | 5 | -53
COc1ccc(C(CC(=O)O)NC(=O)c2ccccc2)cc1OC (stereo unspecified) | -15 | -5 | -3 | -3 | -35 | -17 | -6 | 13
O=C(CN1C(=O)c2ccccc2C1=O)Nc1cc([N+](=O)[O-])ccc1O | 11 | -3 | 1 | 21 | 17 | -1 | 15 | 22
Cc1ccc(C(=O)OCc2nc3ccsc3c(=O)[nH]2)o1 | -10 | -3 | 6 | -1 | 1 | -8 | 3 | -26
CCCOc1ccc(N2C(=O)CC(NCCc3ccc(S(N)(=O)=O)cc3)C2=O)cc1 (stereo unspecified) | 9 | -2 | -3 | -3 | -3 | 6 | 4 | 7
Cc1ccc(NC(=O)CCC(=O)N2CCOc3ccccc32)c(Cl)c1 | 0 | 9 | 1 | 7 | 0 | 5 | 3 | 6
CCOC(=O)c1ccc(NC(=S)N(CCCN2CCCCC2)Cc2ccco2)cc1 | 32 | 0 | -5 | 15 | -63 | 15 | 11 | 12
CCOC(=O)c1c(C)nc2c(c1-c1cc(OC)ccc1OC)C(=O)CC(C)(C)C2 | -1 | -7 | 6 | 14 | -19 | 8 | 6 | 3
O=C(c1cccc(-n2cccc2)c1)N1CCN(S(=O)(=O)c2ccccc2)CC1 | -13 | 7 | 4 | nt | -49 | -1 | 4 | 16
N#Cc1ccc(OCC(=O)Nc2ccc(S(=O)(=O)N3CCOCC3)cc2)cc1 | 1 | 5 | -3 | 6 | 1 | 1 | -3 | 20
O=C(O)CC(CC(=O)NCC(O)c1ccccc1)c1ccccc1 (stereo unspecified) | -13 | 4 | -5 | 1 | 4 | 2 | 5 | 10
CCCCn1c(N)c(N(CCC(C)C)C(=O)COC(=O)c2cccnc2SC)c(=O)[nH]c1=O | 7 | 2 | -9 | 4 | 12 | -3 | -1 | 11
CCN(CC(=O)Nc1c(F)cccc1F)C(=O)c1cc(S(=O)(=O)NCc2ccccc2)ccc1C | 13 | -7 | -1 | 6 | 10 | -3 | -9 | 10
O=C(NC(Cc1ccccc1)C(=O)N1CCCCC1)c1ccccc1 (stereo unspecified) | 16 | 2 | -7 | -2 | 6 | -6 | 0 | 7
COc1ccc(NC(=O)NCCN2CCN(c3cccc(Cl)c3)CC2)cc1 | 9 | 17 | 14 | 8 | 5 | 4 | 1 | 8
COC(=O)c1cc(C(=O)OCC(=O)N(C)c2ccccc2)cc([N+](=O)[O-])c1 | -4 | 4 | 2 | 5 | 11 | 1 | -5 | 12
CCOC(=O)CC1C(=O)NCCN1S(=O)(=O)c1ccccc1 (stereo unspecified) | -2 | 5 | -11 | 5 | 14 | -16 | 4 | 7
CNC(=O)NC(=O)C(C)OC(=O)c1c2c(nc3ccccc13)/C(=C/c1cccs1)CC2 (stereo unspecified) | -1 | -36 | 16 | -29 | -34 | 38 | -15 | -8
CCN(c1ccc(NC(=O)c2ccc(Cl)nc2)cc1)C(C)C | 30 | 3 | -5 | 9 | -46 | -15 | 0 | -4
COc1ccc(CCNC(=O)c2cccc([N+](=O)[O-])c2)cc1OC | 22 | -5 | -10 | 16 | 8 | 8 | -6 | -2

Reprinted from the part before: three compounds, then new ones.
SMILES | Jurkat NFkB inh | UBC13 inh | EBI2 block | CCR6 antagonist | 697 NFkB inh | Gli-Sufu block | CXCR6 block | APJ antagonist
CNC(=O)NC(=O)C(C)OC(=O)c1c2c(nc3ccccc13)/C(=C/c1cccs1)CC2 (stereo unspecified) | -1 | -36 | 16 | -29 | -34 | 38 | -15 | -8
CCN(c1ccc(NC(=O)c2ccc(Cl)nc2)cc1)C(C)C | 30 | 3 | -5 | 9 | -46 | -15 | 0 | -4
COc1ccc(CCNC(=O)c2cccc([N+](=O)[O-])c2)cc1OC | 22 | -5 | -10 | 16 | 8 | 8 | -6 | -2
C=CCn1c(-c2cccc(OC)c2OC)n[nH]c1=S | 10 | 1 | -19 | -2 | -21 | 13 | -9 | -7
O=C(NNS(=O)(=O)c1ccccc1[N+](=O)[O-])c1cccnc1 | 1 | -2 | -1 | 5 | 9 | 5 | -3 | -2
Cc1occc1-c1nnc(SCC(=O)Nc2ccccc2N2CCCCC2)n1C | -17 | 2 | 6 | -3 | -38 | -7 | 0 | 4
CCN(CC)CC(=O)Nc1sc2c(c1C(=O)c1ccccc1C)CCC2 | -5 | -7 | -1 | 13 | -2 | -4 | 7 | -7
CC1CN(C2=NC(=O)/C(=C3/C(=O)N(Cc4ccc(F)cc4)c4ccccc43)S2)CC(C)O1 (stereo unspecified) | -5 | ? | 7 | 12 | -17 | -8 | 17 | 5
Cc1cccc(-n2cnc3cc(C(=O)N4CCc5ccccc54)ccc32)c1 | 10 | -9 | 14 | 8 | -6 | 40 | 12 | 11
O=C(O)c1cc(O)ccc1O | nt | nt | -6 | 5 | nt | -2 | 0 | nt
CN(C(=O)COC(=O)c1nn(C)c(=O)c2ccccc12)c1c(N)n(Cc2ccccc2)c(=O)[nH]c1=O | -3 | 3 | -2 | 7 | 8 | -4 | 7 | -35
COc1cc(C(=O)N2CCN(c3ccccc3OC)CC2)c([N+](=O)[O-])cc1OC | -3 | -5 | 3 | 14 | 4 | -8 | 2 | 29
CCCCOc1ccc(C(=O)CCN2CCOCC2)cc1 | -8 | 8 | 1 | -5 | 13 | -10 | 10 | -23
O=C(O)c1ccc(Nc2ncnc3scc(-c4ccccc4)c23)cc1 | 12 | 1 | 11 | 14 | 28 | -6 | -8 | 7
COc1ccc(C(=O)c2c(C)c3ccccc3n2CC(O)CNC(C)C)cc1 (stereo unspecified) | 13 | 21 | -9 | 2 | 13 | -8 | -1 | 15
O=C(Cc1ccccc1Cl)NNC(=O)Nc1ccccc1 | 3 | 2 | -15 | -4 | -18 | 1 | -4 | -31
CCC(=O)Nc1ccc(-c2nn3c(C)nnc3s2)cc1C | -9 | -10 | 2 | 15 | 4 | -12 | 5 | -5
CC(=O)NC1(C(F)(F)F)C(=O)NC(C)=C1C#N (stereo unspecified) | -3 | 2 | -3 | -18 | -20 | -9 | 7 | -6
COc1ccccc1CNC(=O)c1cccc(S(=O)(=O)N2CCN(C)CC2)c1 | -19 | 1 | -6 | 11 | 6 | 2 | -9 | -4
COc1cc(CC(=O)OCC(=O)Nc2ccc(Cl)c(S(=O)(=O)N(C)C)c2)cc(OC)c1OC | -2 | 10 | -4 | 2 | -1 | 6 | -10 | -14
CC1(C)CC(=O)C2=C(C1)OC1OC(=O)CC21C (stereo unspecified) | 6 | 7 | -11 | 12 | -3 | -3 | -4 | 2
O=C(CNC(=O)c1ccc(Cl)cc1Cl)OC1CCCCC1=O (stereo unspecified) | 16 | 16 | 2 | -8 | 2 | 27 | -3 | 10
CCN(CC)C(=O)Oc1cc2c(-c3cc4cccc(OC)c4o3)cc(=O)oc2cc1C | -7 | 4 | 17 | 9 | 32 | 12 | 13 | 24
C/C(=N\OC(=O)c1ccccc1F)c1nccs1 | -5 | -2 | -5 | -3 | -12 | 3 | 3 | -3
O=C(c1nn(Cc2ccccc2)c(=O)c2ccccc12)N1CCN(C/C=C/c2ccccc2)CC1 | 11 | 0 | 19 | 16 | -9 | 9 | 7 | -5
CN(C(=O)CN1C(=O)/C(=C/c2ccc(F)cc2)SC1=S)C1CCS(=O)(=O)C1 (stereo unspecified) | 2 | -18 | 8 | 5 | -21 | -11 | -9 | -22
CCCn1ncc(CN2CCN(Cc3ccsc3)C(CCO)C2)c1C (stereo unspecified) | -3 | 6 | 0 | -3 | 5 | -20 | -6 | 10

Three of the entries above in order of the CXCR6 block value, low to high.
Structure	Jurkat NFkB inh	UBC13 inh	EBI2 block	CCR6 antagonist	697 NFkB inh	CXCR6 block	APJ antagonist
O=C(O)c1cc(O)ccc1O	nt	nt	-6	5	nt	0	nt
COc1cc(C(=O)N2CCN(c3ccccc3OC)CC2)c([N+](=O)[O-])cc1OC	-3	-5	3	14	4	2	29
O=C(NCCCn1ccnc1)C(=O)NCC(c1ccco1)N1CCN(c2ccc(F)cc2)CC1 (stereo unspecified)	-2	-5	-3	17	12	11	13

Additional structures:
SMILES | Jurkat NFkB inh | UBC13 inh | EBI2 block | CCR6 antagonist | 697 NFkB inh | Gli-Sufu block | CXCR6 block | APJ antagonist
Cc1ccc2ccc(C(Nc3ccccn3)c3ccccc3)c(O)c2n1 (stereo unspecified) | 8 | -33 | 4 | 6 | -24 | 6 | -3 | -17
CCN1CCN(C(=O)CN(Cc2ccccc2)S(C)(=O)=O)CC1 | -6 | 3 | -3 | -8 | 14 | 2 | -6 | -17
Cc1cc(/C=C(\C#N)C(=O)Nc2ccccc2)c(C)n1-c1cccnc1 | -70 | -13 | 9 | 8 | 4 | -72 | -6 | -8
Cc1ccccc1-n1nnnc1SCc1csc(-c2ccccc2)n1 | -5 | 4 | 16 | 22 | -1 | 1 | -4 | 33
CC(C)CC(COCc1ccc([N+](=O)[O-])cc1)N1CCN(C(=O)c2ccc(C(F)(F)F)cc2)CCC1=O (stereo unspecified) | 11 | 11 | 15 | 10 | 6 | 21 | 6 | -5

An unsorted share of the library. About 3% of those tested had a hit in this group.
